# UTI89 phage lysis: inhibition of K1F phage lysis, E. coli UTI89, bacterial capsule biogenesis inhibitors, alamar blue (AID 488966) | E. coli UTI89 K1F phage lysis, alamar blue, 2 h; higher % means a stronger effect | actives 0.02% (n = 340,000) | inhibition, % at 100 µM, or IC50 in µM where a hit was titrated;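 active means phage lysis inhibition, versus mean bacterial control, above a set limit; inconclusive means no clear call, values can overlap the other calls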;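 further: capsule biogenesis inhibitors block K1F phage lysis so surviving cells raise fluorescence; higher fluorescence means more inhibition of phage lysis; actives were called in the ten point dose series up to 300 µM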
# M1AAP inhibition: P. falciparum M1AAP inhibitors, biochemical, fluorogenic H-Leu-NHMec substrate, 1536-well (AID 1445); actives 0.42% (n = 220,000); recombinant M1AAP, H-Leu-NHMec fluorogenic kinetic assay; higher % means a stronger effect; inhibition, % at 30 µM, or IC50 in µM where a hit was titrated;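 active means primary inhibition above the hit cutoff, then over 50% inhibition at one or more dose response concentrations, cut at about 23% in these data, passing the limit was not always enough; inconclusive means conflicting primary data, or primary hits not chosen for dose response; inactive means low primary inhibition, or under 50% at every dose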;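 further: plate controls were DMSO full reaction for no effect and no enzyme background for full effect; strong numbers were not always called active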
# PMI inhibition: MPI inhibition at elevated mannose 6-phosphate – biochemical, fluorescence intensity, high mannose 6-phosphate, primary screen (AID 1220); actives 0.66% (n = 190,000); inhibition, % at 20 µM; hits with a dose series show IC50 in µM; recombinant PMI enzyme, coupled fluorescence intensity; higher % means a stronger effect
# XIAP displacement: small molecules displacing peptide from XIAP – biochemical, IAP family, fluorescence polarization (AID 1018); XIAP BIR domain, fluorescence polarization peptide displacement; higher % means a stronger effect; displacement, % at 20 µM; hits with a dose series show IC50 in µM; actives 0.007% (n = 200,000); in the data active means displacement above about 50%; further: a part of the inactive calls stands beside numbers as strong as those of hits
# Siah-1 displacement: blockers of Siah-1 interaction with plectin peptide – biochemical, fluorescence polarization, rhodamine-plectin, uHTS, primary screen (AID 1817) | Siah-1 / rhodamine-plectin peptide fluorescence polarization; higher % means a stronger effect | displacement, % at 20 µM, or IC50 in µM where a hit was titrated | actives 0.02% (n = 290,000);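 active means displacement of at least 50% at 20 µM, with a fluorescence ratio check between 0.3 and a set limit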;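 further: plate controls were Siah plus tracer with DMSO for no effect and tracer alone without Siah for full effect; strong numbers were not always called active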
# human PMI inhibition: inhibitors of human PMI, primary screen, biochemical, fluorescence intensity, coupled assay (AID 1209) | actives 0.42% (n = 190,000) | purified PMI enzyme, coupled fluorescence intensity; higher % means a stronger effect | inhibition, % at 20 µM, or IC50 in µM where a hit was titrated;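 further: plate controls were DMSO vehicle for no effect and wells lacking substrate for full effect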
# Hep lipid drop: hepatic lipid droplet formation modulation | actives 0.4% (n = 240,000) | inhibition, % at 6.5 µM | AML12 mouse hepatocytes, oleate lipid droplets, BODIPY imaging;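 active means lipid droplet intensity inhibited by at least 50%, with more than 500 cells counted; inconclusive means wells with under 300 cells, treated as cytotoxic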
#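 Assay system: AML12 mouse liver cells | Compound dosing: One dose, 6.5 µM compound | Read-out basis: Droplet intensity reduction, % inhibition | Measured by: Fluorescence imaging, 20x objective, two fields per well | Schedule: Overnight treatment with compound plus oleate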
# TNAP activators: stimulation of alkaline phosphatase TNAP activity – biochemical, luminescent, no phosphate acceptor, uHTS, primary screen (AID 1001) | purified TNAP, luminescent activation assay, no phosphate acceptor; higher activation fold means a stronger effect | activation fold at 20 µM; hits with a dose series show EC50 in µM | actives 0.03% (n = 200,000); in the data active means activation fold from about 3, or a potency from the dose series; inactive means the rest, 99 in 100 with activation fold below about 1.6; further: many of its hits are not listed in these tables
# P. falciparum M17LAP: P. falciparum M17LAP inhibitors, primary screen, biochemical, fluorogenic H-Leu-NHMec substrate, 1536-well (AID 1619); recombinant M17LAP, H-Leu-NHMec fluorogenic kinetic assay; higher % means a stronger effect; one-dose inhibition, % at 30 µM; IC50 in µM for titrated hits; actives 0.38% (n = 220,000);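 active means compound inhibiting the enzyme by more than half at any dose during confirmatory dose-response retesting; inconclusive means strong single-dose inhibitors picked by rank but not retested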;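 further: plate controls were full reaction with DMSO carrier for no effect and no enzyme background for full effect; strong numbers were not always called active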
# Hep lipid drop cells 6.5 µM: further read-out of Hep lipid drop, marked with its call; cell count; measured here: cell count, cytotoxicity flag;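 cells counted across two imaged fields per well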
# * = called active by the depositor; ? = inconclusive; . = not tested or not shown; [ ] = another dose, or the depositor's remark. Unless noted, no stated cut-off is given here; in the data, active means inhibition above about 50%; inactive means the rest.
SMILES,UTI89 phage lysis,M1AAP inhibition,PMI inhibition,XIAP displacement,Siah-1 displacement,human PMI inhibition,Hep lipid drop,Hep lipid drop cells 6.5 µM,TNAP activators,P. falciparum M17LAP
Cc1cccc(C(=O)O/N=C(\N)Cc2ccc([N+](=O)[O-])cc2)c1,-0.4%,-0.7%,4.1%,-5.6%,1.8%,5.5%,-15.3,751,1.1,4.4%
COc1ccc(-c2cc(=O)n(-c3ccc([N+](=O)[O-])cc3)[nH]2)cc1,3.4%,13.0%,-37.1%,-4.7%,-0.5%,-15.5%,-5.3,645,1.1,2.5%
COC(=O)Cc1c(C)nc2nc(NCc3c(F)cccc3Cl)[nH]n2c1=O,-0.4%,15.6%,2.7%,-5.4%,-5.3%,7.4%,-16.4,688,1,23.3%
COc1ccc(CN(C)C(C)C(=O)Nc2ccc([N+](=O)[O-])cc2Cl)cc1OC (stereo not given),-0.4%,4.3%,1.1%,-2.3%,9.7%,13.8%,-17.5,622,1.2,8.7%
CCOC(=O)c1nc(C)sc1-c1ccnn1S(=O)(=O)c1ccccc1C(F)(F)F,.,5.9%,.,.,-2.9%,.,1.1,730,.,1.5%
NNc1ccc(Cc2ccc(Cl)cc2Cl)nn1,0.4%,10.4%,-23.6%,-1.1%,1.5%,-20.3%,.,.,0.9,-2.8%
COc1ccc(S(=O)(=O)N2CCCC2C(=O)Nn2cnnc2)cc1 (stereo not given),0.9%,2.1%,-5.1%,-2.3%,-5.0%,0.5%,0.8,755,1.1,10.7%
N=c1sccn1CC(=O)Nc1cc(S(=O)(=O)N2CCCCC2)ccc1Cl,0.2%,-4.8%,.,.,-2.9%,.,-8.0,698,.,6.1%
COc1ccc(/C(O)=C2/C(=O)C(=O)N(CCN(C)C)C2c2ccccc2)cc1Cl (stereo not given),0.9%,3.8%,-8.5%,-7.4%,-1.2%,1.7%,4.2,721,0.9,9.8%
O=C(c1ccccc1)c1ccc2c(c1)OCCOCCOCCOCCO2,-1.0%,2.8%,.,.,-3.2%,.,-41.9,753,.,3.4%
Cc1ccc2oc(=O)n(CCOc3ccccc3Cl)c2c1,-1.7%,-0.8%,5.0%,-2.5%,2.6%,4.7%,.,.,1.1,4.2%
O=C(NC1CCCC1)C(c1ccc(O)cc1)N(CC1CCCO1)C(=O)C1COc2ccccc2O1 (stereo not given),3.0%,-2.1%,4.6%,-3.2%,2.8%,8.2%,.,.,1.1,1.1%
CCC(=O)N(CC)c1nc(-c2ccc(OC)cc2)cs1,0.3%,9.0%,5.2%,-7.9%,-0.7%,4.1%,.,.,1.1,5.7%
COc1cc2c(cc1OC)C(C)N(C(=O)c1ccc(Br)o1)CC2 (stereo not given),4.4%,-1.6%,-4.6%,-2.2%,2.3%,-10.0%,-9.7,630,1,0.6%
O=C(Cc1cccs1)NNC(=S)NCc1ccco1,0.2%,-3.0%,2.1%,-2.0%,14.5%,9.9%,-7.5,729,2.1,1.6%
O=c1c2c(nc3cc(-c4ccccc4)[nH]n13)CCS2,2.5%,11.0%,10.5%,-2.2%,1.3%,16.0%,.,.,1,-9.3%
Cc1csc(SCC(=O)N(C)CC(=O)Nc2ccc(F)cc2)n1,0.3%,-2.2%,-1.0%,-6.3%,8.4%,-1.4%,12.4,706,1.1,-8.3%
CCN1CCc2c(C#N)c(N3CCOCC3)nc(NCCO)c2C1,1.2%,4.4%,57.2%*,-5.6%,1.1%,32.1%,.,.,1.1,-40.4%
CN(C)CCCOc1cccc(Oc2ccccc2)c1,3.5%,2.6%,-2.5%,-2.0%,10.8%,-0.4%,-26.1,660,1.1,5.6%
Cc1nnsc1SCC(=O)O,0.3%,7.3%,-0.3%,0.0%,1.5%,-12.4%,.,.,1,13.0%
Cc1ccc(-n2c(CC#N)n[nH]c2=S)c(C)c1,-0.6%,0.8%,.,.,7.9%,.,40.7,835,.,-2.9%
COC(=O)c1ccccc1NC(=O)CN1CCC(C(=O)c2ccc3c(c2)OCCO3)CC1,6.7%,3.4%,14.9%,-0.6%,-1.6%,10.8%,.,.,1.1,4.7%
O=S1(=O)[C@H]2CC3O[C@]2(C[C@@H]3c2ccc(F)cc2)CN1Cc1ccc(Cl)cc1,0.1%,2.5%,.,.,16.0%,.,-0.7,759,.,-13.3%
Cc1ccccc1N=Cc1cc2c(cc1O)OC(N)=C(C#N)C2c1ccccc1 (stereo not given),-1.0%,11.7%,55.0%*,-4.3%,-1.7%,30.4%,-5.7,710,0.9,-3.5%
NS(=O)(=O)c1ccc(N2C(=O)C3CC=CCC3C2=O)cc1 (stereo not given),0.4%,-0.2%,-0.6%,-19.0%,4.2%,-0.4%,3.4,695,1,-3.5%
CN(C)CCNC(=S)Nc1ccc(-c2nc3ccccc3[nH]2)cc1,?,5.5%,-8.5%,-7.3%,1.9%,-7.0%,4.1,679,0.9,18.8%
CCCNC(=O)COC(=O)/C=C/c1ccc2c(c1)OCO2,1.5%[50 µM],14.1%,-3.7%,-9.4%,-0.5%,-7.0%,15.9,680,1.1,8.6%
C#CCSc1nc(-c2ccccc2)cc(C(F)(F)F)c1C#N,0.2%,7.2%,16.0%,0.2%,-3.6%,19.8%,-17.7,639,1,-5.4%
CC(C)c1nnc(NC(=O)c2ccc3c(c2)OCO3)s1,0.3%,-6.4%,-7.1%,-8.2%,2.7%,-4.7%,3.2,634,1,0.3%
O=C(O)CCC(=O)NC(c1ccccc1)c1ccccc1,0.0%,5.2%,4.0%,-7.9%,0.8%,3.4%,13.2,665,1,-7.6%
O=C(CCc1ccc(S(=O)(=O)N2CCOCC2)cc1)NCCCN1CCCC1=O,0.1%,3.2%,-0.5%,-1.4%,1.4%,-2.1%,.,.,1.1,-10.1%
CCOc1ccc(NC(=O)C2CCC(N3C(=O)C4CC=CCC4C3=O)CC2)cc1 (stereo not given),0.5%,1.5%,15.1%,-7.4%,-1.4%,16.7%,.,.,1.1,48.0%
CCCc1nc2ccccc2c(=O)n1/N=C/c1ccc(O)c(O)c1,1.4%,22.9%,-1.0%,1.1%,-4.1%,20.8%,.,.,0.8,24.2µM*
CCOC(=O)CSc1ccc2nnc(CCNS(=O)(=O)c3ccccc3)n2n1,0.8%,1.5%,-4.6%,-6.4%,6.8%,2.6%,13.2,676,1.1,15.6%
CSc1nnc(NC(=O)CCc2ccccc2)s1,0.3%,-1.9%,0.9%,-7.9%,1.5%,6.8%,.,.,1.1,-78.0%
COc1ccc(OCC(O)Cn2c(Nc3ccccc3)nc3c2c(=O)n(C)c(=O)n3C)cc1 (stereo not given),1.5%,-1.8%,2.3%,-5.8%,3.4%,-0.3%,.,.,1,-3.8%
COc1cc2c(cc1NC(=O)c1ccccc1F)CCCC2,6.4%,15.0%,5.5%,-3.6%,-2.6%,5.8%,8.5,706,1,9.0%
COC(=O)c1sc(S(=O)(=O)N2CCC(C(N)=O)CC2)c(C(=O)OC)c1C,5.7%,-2.9%,-10.0%,-5.1%,-6.3%,-10.5%,32.8,845,1.1,-20.0%
Cc1cc2c(c(Sc3ccccc3)n1)C(=O)OC2,0.3%,5.8%,-8.3%,-4.1%,-2.3%,-3.5%,-17.4,769,1.1,9.2%
C=CCn1c(SCC(=O)Nc2cc(C)on2)nc2sc(C)c(C)c2c1=O,0.8%,6.5%,-1.5%,-1.8%,0.6%,-6.1%,7.1,802,1.2,-3.8%
COc1cc(C(=O)Nc2nc(OC)c(-c3ccccc3)c(OC)n2)cc(OC)c1OC,-0.2%,-1.7%,5.7%,-4.9%,5.0%,0.3%,.,.,1.1,11.9%
COc1ccc(C)c(-n2c(N)cc(=O)n(Cc3ccccc3)c2=O)c1,0.8%,3.1%,.,.,-2.3%,.,.,.,.,7.2%
COc1cc(NC(=S)NN2CCN(C)CC2)cc(OC)c1,2.9%,1.6%,12.8%,-3.1%,2.1%,17.1%,2.3,703,1.1,-9.8%
O=C(NCCO)c1c(O)c2cccc3c2n(c1=O)CC3,-0.8%,6.8%,11.9%,-1.2%,-1.9%,12.3%,-13.1,782,1.1,-7.2%
Cc1cc(C)c2cc(C(c3nnnn3C3CCCC3)N3CCOCC3)c(=O)[nH]c2c1 (stereo not given),-0.2%,-3.4%,-55.9%,-10.8%,10.3%,-22.8%,.,.,1,3.0%
CCN(CC)C(=O)Cn1cc(S(=O)(=O)CC(=O)NCc2ccc3c(c2)OCO3)c2ccccc21,-0.2%,10.5%,-68.3%,-3.1%,4.2%,-34.8%,-5.4,742,1.1,2.3%
Cc1nc(Nc2ccc(Cl)cc2)c2nnn(Cc3ccccc3)c2n1,2.5%,.,3.1%,-4.4%,2.1%,3.9%,1.5,733,1,.
CCOc1ccc(-c2n[nH]c(C(=O)NN)c2C)cc1,0.4%,4.6%,9.5%,-2.8%,-0.9%,8.8%,1.2,664,0.2,10.5%
COC(=O)c1[nH]c2ccccc2c1NC(=O)C(C)N1CCOCC1 (stereo not given),0.3%,4.1%,.,.,1.1%,.,15.6,732,.,7.8%
CC(=O)Nc1cccc(NC(=O)CSc2nnnn2Cc2ccccc2)c1,0.5%,-0.1%,8.9%,-5.3%,4.3%,8.1%,.,.,1.1,12.3%
Cc1c(C=O)c2ccccn2c1C(=O)c1ccc(Cl)c([N+](=O)[O-])c1,0.3%,3.9%,9.3%,-5.9%,-1.5%,6.9%,0.8,631,1,-4.8%
Cn1cc(CN(CCO)Cc2cccs2)c(-c2ccccc2F)n1,0.6%,-1.0%,4.5%,-19.9%,10.6%,10.6%,-0.1,647,1.1,-5.8%
COc1ccc(NC(=O)COc2ncnc3ccccc23)cc1S(=O)(=O)N1CCOCC1,0.5%,-0.8%,-3.0%,0.9%,-0.4%,-0.4%,6.4,635,1.1,-9.5%

# Entries of single compounds, looked up by structure:
# Cc1nc(Nc2ccc(Cl)cc2)c2nnn(Cc3ccccc3)c2n1 in the list: UTI89 phage lysis = 2.5%; M1AAP inhibition = .; PMI inhibition = 3.1%; XIAP displacement = -4.4%; Siah-1 displacement = 2.1%; human PMI inhibition = 3.9%; Hep lipid drop = 1.5; Hep lipid drop cells 6.5 µM = 733; TNAP activators = 1; P. falciparum M17LAP = .
# Cc1c(C=O)c2ccccn2c1C(=O)c1ccc(Cl)c([N+](=O)[O-])c1 in the list: UTI89 phage lysis = 0.3%; M1AAP inhibition = 3.9%; PMI inhibition = 9.3%; XIAP displacement = -5.9%; Siah-1 displacement = -1.5%; human PMI inhibition = 6.9%; Hep lipid drop = 0.8; Hep lipid drop cells 6.5 µM = 631; TNAP activators = 1; P. falciparum M17LAP = -4.8%
